# Pol eta inh = DNA polymerase eta (human) inhibition; recombinant Pol eta, fluorescent DNA replication assay; Potency, µM (titrated, usually from 114 µM), without a hit: at the top dose activity change, negative = inhibition, hits mostly inhibitors; 390,000 compounds, 1.2% hits; AID 588591; note: potency is the fitted concentration of half-maximal effect; % is set by controls: 0 for no effect and ±100 for the full control effect
#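 Fluorescent replication assay: 50 nM final substrate added after a 15 min room-temperature compound preincubation with 10 nM enzyme. Signal taken at 0 min and again at 10 min.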
# LDHA inh = LDHA (human) enzyme inhibition | purified LDHA, NADH/diaphorase-resazurin fluorescence; stronger effect = lower value | activity change, % (values are at about 110 or 230 µM) | 480,000 compounds, 0.15% hits | AID 1347041; in the data active = activity change below about -30%; inconclusive = mostly about -25% to -30%;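 note: plate controls were DMSO wells for no effect and wells without enzyme for full effect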
#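 Human LDH5 (2 nM) was incubated with 0.06 mM NADH and 0.2 mM pyruvate for 5 min at room temperature in Tris pH 7.4. Remaining NADH was coupled through diaphorase/resazurin, and resorufin fluorescence was read at 0 and 20 min.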
# APEX1 inh = inhibitors of human APE1 endonuclease; 350,000 compounds, 0.35% hits; AID 2517; Potency, µM (doses to about 65.8 µM), without a hit: top-dose activity change, negative = inhibition, actives largely listed as inhibitors; recombinant APE1, TAMRA/BHQ-2 abasic DNA cleavage fluorescence; P27695;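 note: potency is the fitted concentration of half-maximal effect; plate controls were vehicle for no effect and reference inhibitor for full effect; nearly all actives have a fitted effect of over 55% in size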
#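 Compound pre-exposure to 0.75 nM APE1, 15 min at ambient temperature. Reaction initiated with 50 nM TAMRA/BHQ-2 THF substrate, read immediately in kinetic mode, 525 nm excitation, 598 nm emission.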
# RGS4 inh = blocks human RGS4-accelerated GTP hydrolysis | AID 504845 | Transcreener GDP fluorescence polarization, RGS4-accelerated GTP hydrolysis | Potency, µM (doses to about 114 µM), for inactives: at the highest dose activity change, negative = inhibition, hits mostly inhibitors | P49798 | 390,000 compounds, 0.039% hits; note: potency is the fitted concentration of half-maximal effect; % is set by controls: 0 for no effect and ±100 for the full control effect; nearly all actives have a fitted effect of over 75% in size; some results filed as inactive show a strong effect at the top dose
# Target sequence (P49798 whole entry, looked up): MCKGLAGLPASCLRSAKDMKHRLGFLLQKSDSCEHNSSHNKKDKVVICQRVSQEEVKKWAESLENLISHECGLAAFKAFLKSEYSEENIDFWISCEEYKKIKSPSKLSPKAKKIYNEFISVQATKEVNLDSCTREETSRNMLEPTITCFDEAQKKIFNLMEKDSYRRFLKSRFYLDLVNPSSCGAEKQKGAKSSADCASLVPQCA
#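 MLSMR compounds (23 nl, pin-transferred) preincubated 10 min at room temperature with a 500nM (2x) first reagent, then RGS4 at 900nM (2x) plus Transcreener GDP mix added; fluorescence polarization (620/688 nm) read before and after 90 min at 30 °C.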
# Apoferritin bind = candidate novel general anesthetic via apoferritin binding; P02791; apoferritin/1-aminoanthracene competitive binding, fluorescence; Potency, µM (top dose mostly 77.5 µM), inactives show at the top dose activity change, negative = displacement, usual class: inhibitors; 350,000 compounds, 0.074% hits; AID 485281; note: potency is the fitted concentration of half-maximal effect; % is set by controls: 0 for no effect and ±100 for the full control effect; nearly all actives have a fitted effect of over 20% in size
# Target sequence (P02791 2-175 limits assumed): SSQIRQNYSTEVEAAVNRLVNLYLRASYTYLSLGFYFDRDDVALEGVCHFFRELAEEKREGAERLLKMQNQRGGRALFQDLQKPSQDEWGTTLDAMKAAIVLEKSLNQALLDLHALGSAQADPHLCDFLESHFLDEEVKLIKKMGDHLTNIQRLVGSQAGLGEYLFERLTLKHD
#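 Probe: 1-aminoanthracene (50% saturated, PBS). Protein: horse-spleen apoferritin, 10 uM. Incubation: 10 min, room temperature. Detection: 380 nm excitation, 535 nm emission. Analysis: normalized response, four-parameter Hill.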
# 12-LOX inh = blocks human arachidonate 12S-lipoxygenase; Potency, µM (titrated, usually from 108 µM), inactives show at the top dose activity change, negative = inhibition, hits mostly inhibitors; P18054; purified 12hLO, xylenol orange hydroperoxide absorbance; 580,000 compounds, 1.1% hits; AID 1671190; note: potency is the fitted concentration of half-maximal effect; % is set by controls: 0 for no effect and ±100 for the full control effect
# Target sequence (P18054 whole entry, looked up): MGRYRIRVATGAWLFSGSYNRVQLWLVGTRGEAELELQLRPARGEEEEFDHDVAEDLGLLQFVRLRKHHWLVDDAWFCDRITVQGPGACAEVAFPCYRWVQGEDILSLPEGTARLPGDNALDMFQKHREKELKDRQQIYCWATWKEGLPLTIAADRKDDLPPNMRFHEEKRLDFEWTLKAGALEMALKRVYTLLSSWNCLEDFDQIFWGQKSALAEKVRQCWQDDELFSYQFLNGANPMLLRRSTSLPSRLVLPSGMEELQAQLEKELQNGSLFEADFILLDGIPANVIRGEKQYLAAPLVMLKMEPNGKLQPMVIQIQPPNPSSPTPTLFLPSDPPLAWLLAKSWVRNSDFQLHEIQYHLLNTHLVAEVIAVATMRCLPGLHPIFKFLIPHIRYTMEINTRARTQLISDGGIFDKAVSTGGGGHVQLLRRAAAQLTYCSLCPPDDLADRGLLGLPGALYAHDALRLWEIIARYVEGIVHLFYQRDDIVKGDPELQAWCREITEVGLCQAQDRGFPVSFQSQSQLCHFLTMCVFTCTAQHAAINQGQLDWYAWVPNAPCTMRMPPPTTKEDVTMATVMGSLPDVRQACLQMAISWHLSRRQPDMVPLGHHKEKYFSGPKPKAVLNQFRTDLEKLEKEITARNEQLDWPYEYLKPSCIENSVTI
#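 Hydroperoxide product was detected by ferrous iron/xylenol orange as the 573 to 405 nm absorbance ratio. Arachidonic acid at 40 uM (final) was turned over for 30 min at room temperature by 150 nM human 12hLO, pH 7.0 Hepes buffer, after 15 min compound preincubation.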
# ERG-DNA inh = inhibitors of human ERG Ets domain-DNA interaction; P11308; fluorescence polarization, His-ERG Ets domain / labelled DNA; Potency, µM (highest dose often 76.9 µM), inactives show top-dose FP activity, negative = inhibition, most hits filed as inhibitors; 370,000 compounds, 0.028% hits; active = well fitted inhibition curve with a large enough effect in the polarisation, with a control signal flat; inconclusive = small, poorly fitted or top-dose-only effect, or effect the other way, or a change in a side signal; inactive = no such curve, though single readings can be large or run the other way; the % refers to the polarisation;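 note: polarization taken with two DNA probes labelled with fluorescein and Texas red; potency is the fitted concentration of half-maximal effect; % of control where 0% means no effect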
#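 His-tagged ERG Ets domain (1 uM in the protein solution; 300mM KCl, 50mM Tris-HCl, 1mM EDTA, 1mM DTT, pH 7.5) received compound, then a probe mix of 5 nM fluorescein-DNA and 100nM Texas-615-DNA. Fluorescence polarization was read for both dyes.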
# POLB inh = DNA polymerase beta (human) inhibition; Potency, µM (top dose mostly 114 µM), without a hit: at the top dose activity change, negative = inhibition, hits mostly inhibitors; P06746; 340,000 compounds, 1.3% hits; AID 485314; Pol beta primer extension/strand displacement, fluorescence kinetic; note: potency is the fitted concentration of half-maximal effect; % is set by controls: 0 for no effect and ±100 for the full control effect
#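 Pol beta (10 nM) was preincubated with compound for 15 min at room temperature. The reaction was then started with 50 nM substrate and read immediately and after a further 10 min at room temperature.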
# POLK inh = inhibitors of human DNA polymerase kappa; AID 588579; Potency, µM (highest dose often 107 µM), without a hit: top-dose activity, negative = inhibition, usual class: inhibitors; Q9UBT6; purified Pol kappa, fluorescent DNA synthesis assay, 10 min; 400,000 compounds, 0.53% hits; note: potency is the fitted concentration of half-maximal effect; % is set by controls: 0 for no effect and ±100 for the full control effect
#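 Fluorescent qHTS in 1536-well format: enzyme (10 nM) and compound sat 15 min at room temperature before 50 nM substrate (final) was added. Signal taken at 0 and 10 min; no-enzyme buffer wells were negative controls.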
# * marks the source's active call; other numbers are inactive results; ? = inconclusive; / = not tested or not shown; & = joins results of further samples; [ ] = remark or other dose. Unless noted, calls come from the whole dose curve; as a rule, active = well fitted curve in the direction sought with a large enough effect; inconclusive = small, poorly fitted or top-dose-only effect, or another doubt; inactive = no such curve, though single readings can be large; an effect the other way counts as inactive or inconclusive.
SMILES,Pol eta inh,LDHA inh,APEX1 inh,RGS4 inh,Apoferritin bind,12-LOX inh,ERG-DNA inh,POLB inh,POLK inh
O=C(NCCN1C(=O)C2C3C=CC(C3)C2C1=O)N1CCCCC1 (centres undefined),-2%,-1,18%,10%,4%,2%[57.4 µM],0%,6%,-3%
CN(C)S(=O)(=O)N1CCN(S(=O)(=O)N(C)C)CC1,-1%,-4,5%,16%,-3%,-11%,/,-10%,-8%
COC(=O)[C@@H](c1ccccc1)N(C)S(=O)(=O)c1cccc(S(=O)(=O)N(C)[C@@H](C(=O)OC)c2ccccc2)c1,-10%,2,11%,-9%,126%[activator],8%,1%,4%,3%
Nc1nc2nc(-c3ccccc3)cc(C(F)(F)F)c2s1,-22%,-5,-8%,-22%,1%,-1%,14%,3%,-13%
CCn1c(C(C)NC(=O)c2cccs2)n[nH]c1=S (centres undefined),-4%,1,?,-21%,2%,10%,17%,5%,-2%
COc1ccccc1N1CC(C(=O)Nc2nnc(SCC(=O)NC(C)C)s2)CC1=O (centres undefined),5%,-2,1%,-40%,-4%,?,0%,22%,-1%
O=C(Nc1ccc(S(=O)(=O)NCc2ccccc2)cc1)C1CCCCC1,-9%,-9,11%,6%,-1%,0%,-4%,1%,-12%
CCOc1ccc(S(=O)(=O)Nc2cccc(OC)c2)cc1,-11%,-1,14%,18%,-21%,-11%,-1%,18%,-10%
CCOC(=O)N1CCC(=NNC(=O)COc2ccc(C#N)cc2)CC1,0%,-7,-11%,9%,-6%,-7%,2%,18%[57.1 µM],-17%
CCOC(=O)C1=CN(Cc2cccc(F)c2)S(=O)(=O)NC1c1cccc(OC)c1 (centres undefined),-14%,-3,-4%,22%,/,4%,-3%,/,-15%
CC(C)(C)OC(=O)NCCC(=O)N/N=C/c1ccc2ncccc2c1,1%,-1,0%,30%,?,277%[activator],-3%,-1%,-12%
O=C(Cc1ccc(Cl)cc1)Nc1cc(S(=O)(=O)N2CCOCC2)ccc1N1CCCC1,-12%,2,18%,-19%,-11%,-25%,-2%,?,-5%
Cc1ccc(C(=O)CN2CCC(NC(=O)C3CCCCC3)CC2)cc1,-11%,1,-2%,4%,?,-9%,-9%,25%,4%
C[C@H]1CN([C@@H](C)CO)C(=O)Cc2cc(NC(=O)CCN3CCOCC3)ccc2O[C@@H]1CN(C)Cc1ccc(Oc2ccccc2)cc1,-7%,-1,9%,13%,/,?,-10%,/,-20%
CCN(C(=O)CCC(=O)N(CC)c1ccccc1)c1ccccc1,-7%,-5,15%,-3%,-15%,16%,-2%,56%,3%
COc1ccc(C2CC(C(F)(F)F)n3nc(CO)c(Cl)c3N2)cc1OC (centres undefined),-14%,2,-2%,21%,-8%,-20%,4%,0%,-18%
CCN(CC)CCc1nc(-c2ccccc2)no1,-6%,-7,-6%,-17%,-3%[29.3 µM],-1%,9%,/,0%
COCCNc1oc(/C=C/c2ccccc2)nc1C#N,-21%,-3,14%,16%,319%[activator],34%[activator],4%,1%,-3%
COCCNC(=O)C(c1cccs1)N(Cc1ccccc1)C(=O)Cn1nnc2ccccc21 (centres undefined),-18%,0,-3%,-30%,-12%,?,-2%,22%,1%
N#CC1=C(N)Oc2nc(-c3ccccc3)[nH]c2C1c1cccnc1 (centres undefined),0%,-4,1%,9%,-9%,0%,-3%,-13%,-4%
Cc1ccc(Cl)cc1N1CCN(C(=O)c2cccn3c(=O)c4cc(Cl)ccc4nc23)CC1,-8%,-1,/,-30%,2%,-25%,-3%,12%,4%[60.1 µM]
CCc1ccccc1N(CC)C(=O)Cn1nc(Cc2ccncc2)c2ccccc2c1=O,-3%,-1&-19,/,8%,-7%,12%&-22%,3%,40%,-5%
Cc1cc(-c2ccccc2)nc2c(Br)c(C(=O)O)nn12,7.9µM*,3,/,-15%,/,/,11%,/,79µM*
COc1cc(C(=O)NCc2nnc(SCC(=O)N3CCCc4ccccc43)o2)cc(OC)c1OC,-19%,-1,-2%,-37%,2%,2%,2%,-1%,1%
Nc1ccc(C(=O)N2CCCC2)cc1CS(=O)(=O)c1ccc(Cl)cc1,-17%,-18,-9%,15%,-5%,-10%,1%,13%,-20%

# Overlap with the part before: 2 entries, then new ones.
SMILES,Pol eta inh,LDHA inh,APEX1 inh,RGS4 inh,Apoferritin bind,12-LOX inh,ERG-DNA inh,POLB inh,POLK inh
COc1cc(C(=O)NCc2nnc(SCC(=O)N3CCCc4ccccc43)o2)cc(OC)c1OC,-19%,-1,-2%,-37%,2%,2%,2%,-1%,1%
Nc1ccc(C(=O)N2CCCC2)cc1CS(=O)(=O)c1ccc(Cl)cc1,-17%,-18,-9%,15%,-5%,-10%,1%,13%,-20%
C/C(=N\NC(N)=O)C1CC(Cc2ccccc2)C(=O)O1 (centres undefined),0%,-10,26%,13%,-6%,1%,-3%,53%,-19%
Nc1ncnc(Nc2cccc(C(F)(F)F)c2)n1,-4%,-11,2%,32%,-16%,10%,3%,11%,-6%
COc1ccccc1NC(=O)Cc1noc(CSc2nnc(C)s2)n1,-9%,-1,3%,-6%,-16%,0%,1%,7%,-3%
O=C(NC1CC1)c1ccc(COc2ccc(F)cc2)o1,?,0,11%,-11%,-11%,8%,-6%,30%,3%
CC(C)Sc1nnc(Cn2c(=O)sc3ccccc32)n1-c1ccccc1,-1%,-7,-1%,19%,-7%,320%[activator],-1%,28%,10%
OCCCN=C1CCCc2c1[nH]c1ccc(Cl)cc21,-1%,-8,-1%,14%,-14%,56%[activator],17%,21%,-9%
Cc1nn(Cc2c(F)c(F)c(F)c(F)c2F)c(C)c1NC(=O)c1ccc(COc2ccc(Cl)cc2Cl)o1,-30%,0,-6%,-13%,0%,-30%,-4%,-25%,-16%
CC(OC(=O)c1ccccc1C(=O)N(C)Cc1ccccc1)C(=O)NC1(C#N)CCCCC1 (centres undefined),-20%,-1,9%,-21%,/,3%,5%,/,0%
Cn1c(N)c(C(=O)COC(=O)c2ccccc2C(=O)c2ccc(Cl)cc2)c(=O)n(C)c1=O,-15%,1,0%,2%,/,15%,7%,/,-9%
COc1cc2nc(CN3CCN(S(=O)(=O)c4ccc(Br)cc4)CC3)[nH]c(=O)c2cc1OC,-26%,-12,18%,1%,/,-8%,-7%,/,-12%
CC(=O)Nc1ccc(S(=O)(=O)NC2=NCN(CCOC(=O)c3ccccc3)CN2)cc1,4%,-2,3%,5%,4%,176%[activator],-24%,-3%,6%
Cc1ccc(O)c(C2=Nc3ccccc3N=C(c3cccc(F)c3)C2)c1,/,/,/,6%,8%,/,-2%,30%,-40%
O=C(CN(C(=O)CCC(=O)Nc1nccs1)c1ccc(F)c(Cl)c1)NCc1ccco1,-15%,-2,-5%,-7%,-7%,-8%,1%,8%,2%
Cc1c(Br)ccc(NC(=O)CCN2C(=O)C3C4CCC(C4)C3C2=O)c1C (centres undefined),-16%,-1,-7%,17%,-19%,0%,2%,12%,-9%
NC(=O)C1CCN(c2cc(Cl)nc(N)n2)CC1,-5%,-11,-2%,?,-2%,10%,3%,-2%,0%
COc1ccc(-c2[nH]n(-c3ccc([N+](=O)[O-])cc3)c(=O)c2C=NCc2ccccc2)cc1,-30%,-1,3%,-4%[11.4 µM],-1%,-5%,9%,11%,-4%[60.1 µM]
Cc1ccc2oc(-c3ccc(C)c(NC(=O)C(C)(C)Oc4ccc(Cl)cc4)c3)nc2c1,-20%,-6,/,2%,0%,5%,4%,-11%,-7%
Cc1ccccc1CN1CCC(Oc2ccc(C(=O)NCc3ccccn3)cc2)CC1,-12%,-2,5%,-32%[56.9 µM],-4%,35%[activator],-4%,11%,-6%
Cc1nc2ccccc2nc1N1CCOCC1,-12%,3,13%,-7%,-6%,1%,-9%,26%,-1%
Cc1ccccc1Nc1nc2nonc2nc1N1CCOCC1,-15%,-5,0%,0%,-15%,14%,-11%,9%,1%
Cc1c(Br)c([N+](=O)[O-])nn1CC(=O)Nc1c(C)n(C)n(-c2ccccc2)c1=O,-16%,-5,11%,3%,7%,-8%,0%,7%,3%
COc1ccc(-c2noc(CSc3nnc(C)n3-c3ccc(F)cc3)n2)cc1,-11%,-10,/,19%,-7%,-15%,-2%,26%,-8%
O=C(CN1CCN(c2ccccc2)CC1)NC(=O)NCc1ccco1,-9%,-4,17%,-19%,6%,-9%,-7%,6%,1%
CCCNC(=O)c1oc2ccc3c(c2c1C)C(O)CC(C)(C)O3 (centres undefined),-7%,1,-4%,-6%,-1%,6%,0%,39%,10%
O=c1c2c(c(-c3ccccc3)nn1Cc1ccccc1)CCCC2,-8%,-3,34%,-26%,-12%,50%[activator],24%,2%,-6%
CCOC(=O)NC(=O)CSc1ccc(S(=O)(=O)N(C)C2CCCCC2)cn1,-10%,1,-15%,-11%,/,27%,1%,/,11%
CN(CC1COc2ccccc2O1)C(=O)Cn1cc(C(F)(F)F)ccc1=O (centres undefined),-9%,0,-15%,-23%,/,-2%,-5%,/,12%
c1ccc2ncccc2c1,4%,-4&-14,11%&-1%,10%,/,/,18%,/,2%&2%
O=C(NCCc1ccc2c(c1)OCCO2)c1cc2ccccc2o1,-8%,0,3%,-14%,?,-6%,-4%,-21%,-10%
CCNC(=S)NNC(=O)c1ccc2ncccc2c1,-6%,-4,10%,-22%,-5%,4%,0%,28%,-1%

# Source: PubChem

# Only part of the results is shown. The share of hits here may be higher or lower than overall.
